NCI-60 one-dose screen, 48 h, at 10 µM unless noted. Numbers give growth in % (100 = growth as untreated, 0 = no growth, -100 = all killed).
MDA-MB-435 – MDA-MB-435 melanoma. hit rate 7.8% among 82,000. AID 1794794
K-562 – K-562 leukemia; hit rate 7.4% among 78,000
SR – SR leukemia cells; AID 1794780; hit rate 8.7% among 73,000
MOLT-4 – MOLT-4 leukemia cells; hit rate 6.9% among 80,000
MCF7 – MCF7 breast cancer | hit rate 6.3% among 82,000
BT-549 – BT-549 breast cancer. hit rate 4.4% among 78,000. AID 1794793
MDA-MB-231 – MDA-MB-231 breast cancer; hit rate 5% among 81,000
MDA-MB-468 – MDA-MB-468 breast cancer. hit rate 8.5% among 78,000
Starred values were filed as active, the others as inactive; . = not tested or not shown; & = joins results of further samples; ! = not confirmed by another sample; [ ] = another dose, or the depositor's remark. The calls were made as follows: active = growth percent below 10; inactive = the rest. This is a random part of the collection; about 15% have a hit in one of these screens.

SMILES	MDA-MB-435	K-562	SR	MOLT-4	MCF7	BT-549	MDA-MB-231	MDA-MB-468
COc1ccc(OC)c(-c2c(C#N)c(-c3ccc(C)cc3)nc3c2c(-c2ccccc2)nn3-c2ccccc2)c1	98	99	.	95	92	98	95	105
Nc1ccc2cc3ccc(N)cc3nc2c1	23&103	9.7*	7.4*!	8.0*!	-22*!	69&96	18&97	-42*!
O=C1OC(C(O)CO)C(O)=C1Nc1ccc(S(=O)(=O)c2ncc(NC3=C(O)C(C(O)CO)OC3=O)s2)cc1 (centres undefined)	99	77	100	98	96	96	96	102
COc1cc(Cn2cc3c(c2-c2ccccc2)CCc2cnoc2-3)cc(OC)c1	73	75	73	75	94	107	76	91
COc1cccc(OC)c1C(=O)Nc1cccc(-c2cc3ccccc3oc2=O)c1	105	97	88	98	98	99	124	96
S=c1ssnc1-c1cc2ccccc2o1	57	56	42	51	65	103	91	.
C=CCC(C(=O)OCC)(C(=O)OCC)/C(C)=C/C	112	115	107	117	97	105	117	102
Nc1nonc1-c1nc2ccccc2n1Cc1nn[nH]n1	100	94	.	100	100	109	102	108
COC(=O)C(c1ccccc1)C(O)c1ccccc1 (centres undefined)	105	87	78	76	96	104	104	109
CN(C)c1nc(NCCNS(=O)(=O)c2ccc(C3=Nc4c(N)nc(N)nc4NC(c4ccc(C(F)(F)F)cc4)C3)cc2)nc(N2CCOCC2)n1 (centres undefined)	44	9.1*	3.1*	-5.1*	22	1.0*	38	5.7*
O=c1cc(Cn2cc(CSc3nc4ccccc4o3)nn2)c2c(ccc3ccccc32)o1	107	91	89	94	93	96	88	104
c1c2c(cc3c1OCCO3)C1CN(C2)Cc2cc3c(cc21)OCCO3	99	93	103	98	100	97	105	94
COc1ccc(C(=O)/C=C/c2c(C(F)(F)F)nc3ccccn23)cc1OC	10	11	-9.9*	7.1*	8.1*	4.3*	26	-60*
OC1(c2ccccc2)CC2CCC1C2 (centres undefined)	109	90	83	92	102	115	90	95
FC(F)(F)c1cc(-c2nnc3n2NC(=NC2CCCC2)CS3)cc(C(F)(F)F)c1	101	120	.	99	105	.	100	97
O=c1[nH]c2ccccc2n2cc3cccnc3c12	12	47	36	48	32	111	66	-5.1*
O=C(CNC(=O)c1nc(-c2ccccc2)n(-c2ccc(Cl)cc2)n1)NO	114	99	95	100	100	91	105	96
COCOc1cc2oc(C(=O)N[C@@H](Cc3ccccc3)C(=O)C(=O)NCc3ccccc3)c(C)c(=O)c2cc1OCOC	105	100	34	104	89	113	96	97
O/N=C(\CSc1nnc(-c2c[nH]c3ccccc23)n1-c1ccccc1)c1ccccc1	45	32	56	24	41	57	69	35
C#CCOc1ccc2ncnc(NCc3cccc(NC(=O)C=C)c3)c2c1	100[8.25 µM]	100[8.25 µM]	90[8.25 µM]	93[8.25 µM]	97[8.25 µM]	94[8.25 µM]	102[8.25 µM]	96[8.25 µM]
COc1ccc(C(=O)CSc2nc(-c3ccc(C)cc3)c(C#N)c(=O)[nH]2)cc1	106	83	87	81	96	93	109	119
O=CNc1ccc(-c2nn(-c3ccccc3)cc2/C=C2\SC(=S)NC2=O)cc1	81	.	.	.	60	.	56	88
C=C(C)[C@@H]1CC[C@]2(C(=O)O)CC[C@]3(C)[C@H](CC[C@@H]4[C@@]5(C)C/C(=C/c6ccccn6)C(=O)C(C)(C)[C@@H]5CC[C@]43C)[C@@H]12	37	29	29	29	19	46	62	9.6*
CCCCn1c(=O)c(/C=C/C(=O)/C=C(O)/C=C/c2cc3cc(Cl)ccc3n(CCCC)c2=O)cc2cc(Cl)ccc21	103	90	90	94	95	88	96	109
O=C(O)CCCSc1nc(-c2ccccc2)cc(-c2ccc(Cl)cc2)n1	98	95	98	90	95	81	111	119
CC(C)C1=C[C@@]23CC[C@H]4C(C)(C(=O)N=C=S)CCC[C@]4(C)[C@H]2C[C@@H]1[C@H]1C(=O)CCC(=O)[C@H]13 (some centres undefined)	106	103	115	102	97	105	96	95
COc1ccc(OC)c(/C=N\NC(=O)N/N=C/c2cc(OC)ccc2OC)c1	97	87	78	80	93	112	108	91
Nc1cccc2c1CN(C1CCC(=O)NC1=O)C2=S (centres undefined)	101	121	138	149	83	90	78	85
C/C(CC(C)C)=N/Nc1ccc([N+](=O)[O-])cc1[N+](=O)[O-]	107	92	92	84	93	.	97	114
COc1ccc(-c2nc(SCCC(C)C)nc(Nc3ccc([N+](=O)[O-])cc3)c2C#N)cc1	99	84	90	89	95	87	89	101
Cc1ccc(NC(c2cccc(Oc3ccccc3)c2)c2nnnn2C(C)(C)C)cc1 (centres undefined)	111	70	81	67	87	101	101	110
Cc1nnc2c3nnc(CCC(=O)O)n3c3ccccc3n12	101	102	92	93	94	110	96	94
CCOC(=O)C(CC(=O)O)=C(C(=O)OCC)C(=O)OCC	103	106	96	96	92	122	123	97
CC(c1cccc(O)c1)N(C)C (centres undefined)	100	111	102	110	90	106	97	99
c1cnc2[nH]cc(-c3ccc(-c4c[nH]c5ncccc45)s3)c2c1	106	93	37	58	33	51	74	22
Nc1ccc2cc(S(=O)(=O)O)cc(O)c2c1N=Nc1ccc([N+](=O)[O-])cc1S(=O)(=O)O	110	96	95	98	96	115	100	104
COc1ccc(S(=O)(=O)n2c3ccccc3n3ncc(-c4nnc(C)o4)c23)cc1	-22*	15	25	24	19	49	30	-19*
CC(=O)N1N=C(c2ccc(Nc3nc(Nc4ccc(Cl)cc4)nc(Nc4ccc(Cl)cc4)n3)cc2)CC1c1ccco1 (centres undefined)	85	80	65	66	83	104	93	.
Cc1ccc(S(=O)(=O)n2cc(-c3csc(-c4cn(C)c5ncccc45)n3)c3ccccc32)cc1	3.6*	27	2.5*	49	20	67	43	39
Clc1cccc(N2CCN(CCCN3CCN(c4ccccc4)CC3)CC2)c1	90	68	74	94	95	83	86	59
Cc1c(C(=O)NNC(=O)c2ccc(Cl)cc2)nnn1-c1ccc(Br)cc1	100	91	84	85	84	96	.	96
C#CCC1(c2cc(OC)c(OC)c(OC)c2)NS(=O)(=O)c2ccccc21 (centres undefined)	99	103	100	102	96	91	93	90
ON=C1CCCC1	112	92	97	95	93	100	102	105
O=c1c(-c2nc3ccccc3[nH]2)cc2ccccc2n1Cc1cn(Cc2ccccc2Cl)nn1	15	31	12	32	26	13	-21*	14
Cc1ccc(C(=O)N/N=C/c2ccc(N(C)C)cc2)cn1	96	111	86	106	101	115	107	113
CC(C)CC(NC(=O)OCC1c2ccccc2-c2ccccc21)C(=O)O (centres undefined)	94	116	94	96	89	97	103	103
CC(=O)OC(C)(C)C#CC(C)(C)OC(C)=O	116	88	99	100	99	102	120	102
O=S1SC(c2ccccc2)=NN1c1cc(Cl)cc(Cl)c1 (centres undefined)	93	47	39	77	76	86	59	93
Cc1nn(-c2ccccc2)c2c1N=c1s/c(=C\c3ccc(C(F)(F)F)cc3)c(=O)n1CN2	61	93	98	99	57	72	56	44
c1ccc(-c2noc3ncnc(Nc4ccc(Oc5ccc6ccccc6c5)cc4)c23)cc1	100	93	92	90	82	89	85	99
O=C(CSc1nnc(-c2cc(-c3ccccc3)nc3ccccc23)o1)c1ccccc1	101	101	92	97	98	96	123	109
COc1ccccc1/C(=C/c1ccc([N+](=O)[O-])cc1)C(=O)O	105	95	82	81	109	108	108	.
Nc1cc2cc(Br)ccc2c(=O)n1NC(=O)c1ccccc1	103	108	96	103	71	91	82	102
c1ccc(CSc2nnc(-c3ccncc3)o2)cc1	105	124	.	.	92	100	120	95
CN(C)C1c2cc3ccccc3nc2-c2ccccc2C1(C)C (centres undefined)	105	86	88	96	103	105	94	90
OC(Cn1nnc2ccccc21)Cn1c2ccc(Br)cc2c2cc(Br)ccc21 (centres undefined)	107	91	94	99	92	101	100	107
O=[N+]([O-])c1cc(S(=O)(=O)OCC2CO2)ccc1Cl (centres undefined)	98	.	1.0*	95	76	91	132	.
CC(=O)c1c(Nc2ccc(F)c(F)c2F)[nH]c2c(F)cc(F)cc2c1=O	-14*	7.5*	8.2*	-4.0*	0.8*	2.1*	-1.7*	-22*
COc1cc(OC)cc(/C(C)=N/NC(=O)CSc2nc3ccccc3c(=O)n2CCc2ccc(S(N)(=O)=O)cc2)c1	91	83	94	84	96	104	94	101
NCCS	64	100	.	99	.	111	90	114

The results go on.
SMILES	MDA-MB-435	K-562	SR	MOLT-4	MCF7	BT-549	MDA-MB-231	MDA-MB-468
CC(=O)N1N=C(c2ccc(Cl)cc2)CC1c1cn(-c2ccccc2)nc1-c1ccc([N+](=O)[O-])cc1 (centres undefined)	98	118	120	110	96	90	104	.
COc1ccc(S(=O)(=O)NCCNc2nccc(-c3c(-c4ccc(F)cc4)nc4sccn34)n2)cc1	43	41	.	51	31	86	87	68
CCC(CC)n1c(C)cc(=O)n1C(CC)CC	102	105	118	103	105	122	109	91
Cc1ccc2c(CCO)c[nH]c2c1	98	98	109	104	98	126	98	98
COC/C=C(/COC)OC	106	112	96	112	98	.	123	111
CC1CC(C)(C)NC(c2ccc(C(C)(C)C)cc2)=N1 (centres undefined)	107	94	86	91	100	115	108	104
CCNC(=O)c1ccc(Cl)c(Cl)c1	103	97	104	101	105	.	98	102
Cc1cccc(C)c1NC(=S)/N=C\c1c(O)[nH]c(=O)[nH]c1=O	107	.	.	.	94	94	97	114
Cc1cc(=O)[nH]n1-c1ccc(C(F)(F)F)cc1N	99	101	107	112	100	106	132	119
CS(=O)(=O)c1ccc(-c2cnc3ccc(-c4cccc(C(=O)N5CCNCC5)c4)nn23)cc1	98	94	99	81	65	90	93	62
CN1CCN(Cc2ccc(NC(=O)c3cncc(C#Cc4cnc(N)c5ccc(C#N)cc45)c3)cc2C(F)(F)F)CC1	-74*	0.3*	20	2.3*	-61*	37	-82*	-58*
O=C1/C(=C/c2ccccc2)CC/C1=C\c1ccccc1	104	76	91	71	39	110	127	97
Cc1cc(C)n2c(C)nnc2c1	78	95	109	113	100	83	101	101
C[n+]1ccc(/C=C/c2ccncc2)c2ccccc21	110	105	82	.	93	91	93	104
CCCN1C2CCC1/C(=C\c1ccc(F)cc1)C(=O)/C2=C/c1ccc(F)cc1	62	40	42	41	45	82	72	46
O=C(N1CCCCC1)N1CCCCC1	116	89	103	95	97	95	100	102
COc1ccc(NC(=O)[C@H](CO)NC(=O)OC(C)(C)C)cc1C(=O)Nc1cccc(C2CC(=O)c3c(cc(OC)c(OC)c3OC)O2)c1 (some centres undefined)	41	28	25	16	30	13	42	36
CN(C)CCOc1ccc(/C(=C(/CCCl)c2ccccc2)c2ccccc2)cc1	-7.6*	1.3*	-17*	-4.8*	3.2*	47	-11*	-57*
O=C1CCC(NNC(=O)c2cccnc2)N1 (centres undefined)	109	96	97	104	98	107	117	120
O=C1/C(=C/c2ccccc2Br)COc2ccc(O)cc21	41	12	10	27	9.1*	54	74	69
NC(=O)c1cc(Br)cc(Br)c1NS(=O)(=O)c1ccccc1	111	122	101	123	99	103	88	106
Clc1ccc(C(c2c[nH]c3ccccc23)N2CCCC2)c(Cl)c1 (centres undefined)	94	84	70	70	76	52	76	91
COc1ccc(CN2c3ccccc3Sc3ccccc32)c(F)c1	-51*	9.0*	12	23	23	57	60	2.4*
CCOC(=O)n1cc(-c2nonc2-c2cn(C(=O)OCC)c3ccc(Br)cc23)c2cc(F)ccc21	91	85	79	82	77	95	81	98
CC1OS(=O)OC1C (centres undefined)	101&99	110&83	94	113&81	94&91	104&105	109	96&96
CCOC(=O)c1cc(-c2ccc(OC)cc2)n(-c2ccc(C(=O)O)c(O)c2)c1C	86	.	43	61	77	100	89	72
CC/C(=N\NS(=O)(=O)c1ccc(C)cc1)c1ccc(OC)c(C)c1	62	79	68	97	94	100	107	96
COc1ccc(C2=N[C@@H](C)C(=O)c3c(nc4ccccn34)N2)cc1	90	87	80	84	72	86	85	76
N#Cc1nc2c(S(=O)(=O)c3ccccc3)c(N)n(Cc3cccnc3)c2nc1C#N	95	52	36	50	91	65	85	.
N#Cc1nc(-c2cccc([N+](=O)[O-])c2)cc(-c2ccc(Nc3nc(N4CCCCC4)nc(N4CCCCC4)n3)cc2)c1N	90	86	90	80	83	100	111	119

Screening results from PubChem BioAssay.
